STAT1 inh: reduces IFN-gamma driven STAT1 reporter signal. NIH 3T3 STAT1-luciferase reporter, luminescence. inhibition, % at 5.5 µM. 0.35% of 200,000 active;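 active = inhibition above a set limit, the mean inhibition across all tested compounds plus 3 SD, cut at about 34% in these data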;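 also: 0% = IFN-gamma with DMSO and 100% = IFN-gamma with 300 µM nifuroxazide; values of inactives mirror those of a sister screen read the other way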
STAT1 activator: activators of IFN-gamma induced STAT1 signaling; AID 932; 2.6% of 200,000 active; NIH 3T3 STAT1-luciferase reporter, luminescence; 100% = IFN-gamma alone, no compound; activation (% of control), % at 5.5 µM;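 active = activation above the screen-wide mean activation plus 3 SD, cut at about 130% in these data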;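 also: raw ratio to IFN-gamma control signal so 100% means no change and 0% no light; values of inactives mirror those of a sister screen read the other way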
APP 5UTR inh: APP translation inhibition; SH-SY5Y APP 5'UTR-luciferase reporter, luminescence; 0.82% of 190,000 active; inhibition, % at 2 µM; AID 1285;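 active = inhibition above a set limit, derived from the sample mean plus 3 SD, cut at about 45% in these data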; also: values of inactives mirror those of a sister screen read the other way
Diaphorase inh: counter-screen for diaphorase-based assays: diaphorase inhibitors and chemical oxidizers. diaphorase resazurin-to-resorufin fluorescence, NADH, 16 min; bacterial (C. kluyveri) enzyme, not human. inhibition, % at 20 µM. 0.69% of 190,000 active. AID 1217;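 active = primary screen inhibition at 20 µM above a set limit, cut at about 50% in these data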;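 also: plate controls were DMSO with full reaction for no effect and wells lacking NADH for full effect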
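Detection: fluorescence of resorufin formed from resazurin, Ex 544/Em 590 nm; test system: Clostridium kluyveri diaphorase enzyme; amount: 0.14 U/mL diaphorase, enzyme working solution; times: 16-min room-temperature incubation before reading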
G6PDH counter: L. mesenteroides G6PDH inhibition counter-screen; Purified L. mesenteroides G6PDH, diaphorase/resazurin coupled fluorescence, 45 min; inhibition, % at 5 µM; 0.12% of 200,000 active; AID 1020; in the data active = inhibition above about 50%
TLR4-MyD88 BLA: blocks binding of human TLR4 to MyD88; HeLa CL3-4 TLR4/MyD88 BLA complementation, FRET ratio; inhibition, % at 8.4 µM; 0.18% of 200,000 active; AID 861; in the data active = inhibition above about 25%;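 also: 0% = vehicle and 100% = reference inhibitor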
Target sequence (O00206 whole entry, looked up): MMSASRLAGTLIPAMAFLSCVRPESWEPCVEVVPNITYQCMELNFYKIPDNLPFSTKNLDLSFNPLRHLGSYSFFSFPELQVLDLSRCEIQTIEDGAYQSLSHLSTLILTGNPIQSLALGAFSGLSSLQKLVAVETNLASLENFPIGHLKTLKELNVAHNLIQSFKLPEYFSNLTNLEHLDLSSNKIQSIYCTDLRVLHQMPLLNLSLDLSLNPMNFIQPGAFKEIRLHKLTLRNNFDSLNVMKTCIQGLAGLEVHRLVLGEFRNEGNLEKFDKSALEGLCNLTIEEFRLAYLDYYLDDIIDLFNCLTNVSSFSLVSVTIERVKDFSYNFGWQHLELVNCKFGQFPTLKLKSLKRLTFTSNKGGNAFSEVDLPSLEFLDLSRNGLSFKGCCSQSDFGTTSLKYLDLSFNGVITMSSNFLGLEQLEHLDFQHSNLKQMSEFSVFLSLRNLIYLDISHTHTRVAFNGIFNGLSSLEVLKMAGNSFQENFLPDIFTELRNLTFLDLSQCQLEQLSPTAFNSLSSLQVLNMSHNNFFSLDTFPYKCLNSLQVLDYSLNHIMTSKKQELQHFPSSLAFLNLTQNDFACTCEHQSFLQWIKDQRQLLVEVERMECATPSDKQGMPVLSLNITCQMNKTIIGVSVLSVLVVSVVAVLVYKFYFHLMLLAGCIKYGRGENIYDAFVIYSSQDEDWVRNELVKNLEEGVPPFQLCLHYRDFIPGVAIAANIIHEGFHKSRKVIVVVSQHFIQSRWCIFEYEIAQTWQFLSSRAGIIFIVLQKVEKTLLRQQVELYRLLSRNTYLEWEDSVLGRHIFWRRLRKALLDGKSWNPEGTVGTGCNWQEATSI
Target sequence (Q99836 whole entry, looked up): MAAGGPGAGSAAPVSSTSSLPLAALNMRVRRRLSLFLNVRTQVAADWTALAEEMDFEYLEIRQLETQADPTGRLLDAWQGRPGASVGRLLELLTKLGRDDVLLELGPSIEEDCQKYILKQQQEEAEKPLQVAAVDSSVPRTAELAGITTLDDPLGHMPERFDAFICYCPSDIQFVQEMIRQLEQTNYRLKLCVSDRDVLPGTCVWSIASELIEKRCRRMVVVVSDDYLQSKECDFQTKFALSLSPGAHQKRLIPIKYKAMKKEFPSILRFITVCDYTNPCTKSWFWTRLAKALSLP
STAT3 activator: increases IL-6 driven STAT3 reporter signal. U3A cells, IL-6 STAT3-luciferase reporter, luminescence; 100% = signal with IL-6 EC80 alone. activation (% of control), % at 5.6 µM. 0.91% of 190,000 active. AID 871;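 active = activation above the screen-wide mean of compound activation plus 3 SD, cut at about 130% in these data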;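 also: 0% = background luminescence of wells with medium and substrate only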
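Material: human U3A cells carrying STAT3-luciferase construct. Measured by: reporter luminescence signal. Timing: compound 1 h, then IL-6 6 h at 37 °C.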
Diaph act CS: activates diaphorase or chemically reduces, flagging diaphorase assay artifacts; Diaphorase/resazurin coupled assay, resorufin fluorescence, 16 min; hits give high values; 1 = vehicle wells, 0 = NADH-free wells; activation factor at 20 µM; 0.005% of 190,000 active;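 active = diaphorase activity raised at least twofold by the compound at 20 µM; inactive = activation factor below 2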
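Test system: Clostridium kluyveri diaphorase, purified enzyme. Buffer or medium: 50 mM HEPES pH 7.4 buffer plus MgCl2 and Tween 20. Also added: 0.114 mM NADH and 0.1 mM resazurin, final amounts. Dosing: compound 20 µM once, DMSO 1%. Schedule: 16 min enzyme reaction, ambient temperature. Detection: fluorescence of resorufin, 544 nm excitation, 590 nm emission.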
Hsp70 activator: Hsp70 transcriptional activation, primary screen; HeLa Hsp70 promoter luciferase reporter, luminescence; scaled: vehicle 0, proteasome-inhibitor control 100%; activation, % at 10 µM; 0.04% of 200,000 active; AID 1203;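 active = activation above the mean across all tested compounds plus 3 SD, cutoff set per campaign, cut at about 5.5% in these data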;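 also: 100% = MG132 at 30 µM as the positive control and 0% = DMSO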
STAT3 blocker: inhibitors of IL-6 induced STAT3 signaling; AID 862; U3A cells, IL-6 STAT3-luciferase reporter, luminescence; host cell line lacks STAT1; 0.89% of 190,000 active; inhibition, % at 5.5 µM;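 active = inhibition above the mean inhibition across all screened compounds plus 3 SD, cut at about 44% in these data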;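 also: 0% = DMSO only wells and 100% = 100 µM nifuroxazide control wells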
An asterisk follows results filed as active; nt = no result given.

Every second line gives: STAT1 inh	STAT1 activator	APP 5UTR inh	Diaphorase inh	G6PDH counter	TLR4-MyD88 BLA	STAT3 activator	Diaph act CS	Hsp70 activator	STAT3 blocker
> C=CCn1c(SCC(=O)N(CC)CC)nc(O)cc1=O
    5	95	-1	11	-2	9	97	0.9	-0.1	7
> COc1ccccc1Oc1c(C)oc2cc(OC(=O)c3ccco3)ccc2c1=O
    1	99	4	13	-3	-1	106	0.9	-0.6	-7
> COc1ccc(Cn2c(C3CC3)nc3ccc(NC(=O)C4CC4)cc3c2=O)cc1
    -119	209*	-173	-2	9	13	110	1	0.4	-5
> Cc1ccc(-c2cnc(SCC(=O)N3CCCc4ccccc43)n2C)cc1
    9	93	-10	22	0	-1	107	0.8	0.1	2
> Cc1ccc(OCCSc2nnc(-c3ccncc3)n2C)cc1
    4	96	-1	-1	3	-5	101	1	-0.4	9
> Cc1ccc(NC(=O)c2oc3c(c2C)C(=O)CC(C)(C)C3)cc1
    -2	102	-3	-1	3	4	93	1	-0.4	12
> O=C(COC(=O)c1ccc(-c2nnc(-c3ccccc3)o2)cc1)c1ccccc1
    -20	118	-94	-1	-24	1	106	1	-0.2	-12
> O=C(C1CCN(S(=O)(=O)c2cccc3cccnc23)CC1)N1CC=C(c2ccccc2)CC1
    nt	nt	8	21	9	nt	nt	0.8	nt	nt
> O=C(CCNS(=O)(=O)c1cccc2nsnc12)Nc1ccc2c(c1)OCCO2
    -4	100	3	12	9	0	100	0.9	-0.5	0
> CN(CCO)Cc1csc2ccc(Br)cc12
    3	97	8	-1	2	-3	95	1	1.3	9
> Cc1cccc(-c2n[nH]c([N+](=O)[O-])n2)c1
    0	100	-14	15	14	-15	115	0.9	-0.3	-10
> CCN(CC)S(=O)(=O)c1ccc(N2CCCC2)c(NC(=O)c2ccc(OC)cc2OC)c1
    -5	105	6	6	3	3	106	0.9	-0.1	2
> COc1cc(C(=O)Nc2ccc3c(c2)N(C(=O)CCN(C)C)c2ccccc2CC3)cc(OC)c1OC
    9	92	2	-2	-2	-6	97	1	0.1	5
> O=C(c1ccc(CNc2c(N3CCOCC3)c(=O)c2=O)cc1)N1CC=C(c2ccccc2)CC1
    7	94	6	3	-16	3	99	1	0.5	1
> COc1ccccc1C(=O)Nc1ccc(N2CCN(S(C)(=O)=O)CC2)cc1
    -22	120	-2	20	2	-1	80	0.8	-0.1	26
> CCOc1ccccc1N1CC(O)=C(c2nc3ccccc3s2)C1=N
    -15	118	92*	32	-42	2	98	0.7	-0.3	4
> CC(C)c1cc(NC(=O)C(C)(C)C)cc(C(C)C)c1O
    7	94	12	11	8	-4	97	0.9	-0.3	8
> COC(=O)c1n[nH]c2ccccc12
    2	98	-3	22	-1	-5	160*	0.8	-0.4	-66
> Cn1c2c(c(=O)n(C)c1=O)C(c1ccc(F)cc1)C(C#N)=C(N)O2 (centres undefined)
    2	96	7	6	-5	-13	91	0.9	-0.2	16
> Cc1ccc(S(=O)(=O)NCCC(c2ccccc2)c2ccccc2)cc1C(=O)O
    -4	103	0	13	-1	-20	109	0.9	-0.1	-8
> CN1C(=O)Cc2cc(S(=O)(=O)NCc3cccs3)ccc21
    4	96	6	8	8	13	102	0.9	-0.3	3
> O=C(CN1CCCC1)NC1C2CC3CC(C2)CC1C3 (centres undefined)
    0	100	-10	14	-4	8	102	0.9	-0.2	1
> COC(=O)c1cn(CCOc2ccccc2F)c2ccccc12
    -17	118	-10	22	1	0	110	0.8	-0.3	-11
> COc1ccc(-c2cc(C(=O)NN)n(-c3ccccc3)n2)cc1
    -9	108	-23	-1	0	0	102	1	-0.1	3
> Cc1ccc(S(=O)(=O)NCCC(c2ccccc2)c2ccco2)cc1 (centres undefined)
    3	99	-2	14	9	-2	97	0.9	-0.4	1
> CCOC(=O)N1CCC(N2CCCC(CO)(Cc3cccc(Cl)c3)C2)CC1 (centres undefined)
    -6	104	18	10	9	3	110	0.9	-0.4	-7
> CCCc1[nH]nc2c1C(c1cccnc1)C(C#N)=C(N)O2 (centres undefined)
    3	97	0	20	1	0	97	0.8	-0.1	7
> COc1ccccc1NC(=S)NC(=O)C(C)C
    10	91	-14	0	3	2	102	1	-0.4	5
> Cc1noc(C)c1COc1ccc(C(=O)OCC(=O)Nc2c(C)n(C)n(-c3ccccc3)c2=O)cc1
    -3	102	-5	5	7	1	89	0.9	-0.5	18
> COc1ccc(/C=C(\NC(=O)c2ccccc2)C(=O)OCC2CCCN3CCCCC23)cc1OC (centres undefined)
    3	96	-10	1	9	-8	102	1	-0.3	1

3 entries from above, ordered by their value in Diaph act CS, descending.
molecule	STAT1 inh	STAT1 activator	APP 5UTR inh	TLR4-MyD88 BLA	STAT3 activator	Diaph act CS	Hsp70 activator
Cc1ccc(NC(=O)c2oc3c(c2C)C(=O)CC(C)(C)C3)cc1	-2	102	-3	4	93	1	-0.4
Cc1ccc(S(=O)(=O)NCCC(c2ccccc2)c2ccco2)cc1 (centres undefined)	3	99	-2	-2	97	0.9	-0.4
CCCc1[nH]nc2c1C(c1cccnc1)C(C#N)=C(N)O2 (centres undefined)	3	97	0	0	97	0.8	-0.1

(continued)
Every second line gives: STAT1 inh	STAT1 activator	APP 5UTR inh	Diaphorase inh	G6PDH counter	TLR4-MyD88 BLA	STAT3 activator	Diaph act CS	Hsp70 activator	STAT3 blocker
> Cc1cc(=O)n2nc(N3CCC(C(=O)N4CCN(C)CC4)CC3)sc2n1
    -31	127	19	2	-1	-4	94	1	-0.4	11
> CCOc1ccc(NS(=O)(=O)c2ccc3c(c2)CCN3C(=O)CCC(=O)O)cc1
    1	99	6	14	7	-6	105	0.9	-0.2	-3
> COc1cc2c(cc1OC)CN(C(=S)Nc1ccccc1Cl)CC2
    16	84	0	10	4	5	79	0.9	-0.3	29
> CO/N=C/C(C#N)=C/c1cc(C(=O)c2ccccc2)cn1C
    8	92	10	5	6	8	82	1	-0.1	25
> CC(=O)N(C(C)=O)n1c(/C=C/c2cccc([N+](=O)[O-])c2)nc2ccccc2c1=O
    -4	102	1	31	12	4	101	0.7	0.0	0
> COc1ccc(C(=O)C2CCCN(C(=O)c3noc4c3CCCC4)C2)c(C)c1 (centres undefined)
    7	92	-16	37	13	-1	98	0.6	0.3	6
> CCOC(=O)N1CCN(C(=O)C2CCN(S(=O)(=O)c3cc(Cl)ccc3Cl)CC2)CC1
    -1	101	-21	8	-5	-3	104	0.9	-0.1	-2
> CCOC(=O)N1CCN(S(=O)(=O)c2ccc(OC)c(Cl)c2Cl)CC1
    3	95	3	-6	12	3	107	1.1	-0.5	-7
> O=C(CNC(=O)c1ccccc1Cl)N/N=C/c1ccc([N+](=O)[O-])s1
    2	99	24	6	-1	19	97	0.9	-0.1	3
> O=C(NN1CCOCC1)c1cc(-c2ccc(Br)s2)nc2ccccc12
    2	100	24	2	-4	-11	88	1	0.3	19
> CCOC(=O)N1CCN(c2c(N3CCN(c4cc(C)ccc4C)CC3)c(=O)c2=O)CC1
    -5	104	-4	15	11	-4	101	0.8	0.0	8
> CC(=O)c1ccc(NC(=O)C2CC(c3ccc(F)cc3)=NO2)cc1 (centres undefined)
    -6	106	-13	-1	3	-3	104	1	-0.1	-2
> O=[N+]([O-])c1ccc(/C=N/Nc2nc(N3CCOCC3)nc(N3CCOCC3)n2)cc1
    -3	103	34	9	9	4	99	0.9	-0.2	4
> Cc1nn(-c2cc(N3CCCCCC3)ccc2[N+](=O)[O-])c(=O)c2ccccc12
    10	91	-5	8	2	-6	100	0.9	-0.2	5
> COC(=O)c1ccc(N(C(=O)CNC(=O)c2ccco2)C(C(=O)NC2CCCC2)c2ccco2)cc1 (centres undefined)
    1	99	21	4	-1	-3	96	1	-0.1	10
> CC1CCN(C(=O)c2cccc(S(=O)(=O)N3CCCCC3)c2)CC1
    -4	105	-23	23	-1	-8	101	0.8	-0.1	3
> COc1cccc(CN(C)CC(=O)NC(=O)NCc2ccccc2)c1
    8	93	-23	9	2	15	102	0.9	-0.4	0
> CC(=O)NS(=O)(=O)c1ccc(NC(=S)NC(=O)CC(C)C)cc1
    0	99	6	13	8	8	100	0.9	0.0	5
> Cc1ccc(NC(=O)CCC(=O)NNC(=O)c2ccco2)c(C)c1
    3	97	15	6	-2	3	105	0.9	0.0	5
> CCn1cc(C(=O)O)c(=O)c2cc(F)c(N3CCNCC3)cc21
    1	99	6	4	12	9	96	1	-0.1	6
> CC(C)N1CCC(N2CCN(CCCc3ccccc3)CC2CCO)CC1 (centres undefined)
    1	97	6	13	18	-21	101	0.9	-0.3	3
> O=C(NC(=S)Nc1ncccn1)c1ccccc1Cl
    -32	128	-20	18	8	-10	95	0.8	-0.1	5
> CN(C)S(=O)(=O)c1cc([N+](=O)[O-])ccc1N1CCCCCC1
    6	95	-8	12	11	-9	101	0.9	0.9	4
> Cc1ccc(O)c(NC(=O)c2cccc(NC(=O)c3ccco3)c2)c1
    -11	107	-2	-2	3	2	112	1	-0.3	-13
> Cc1ccc(NC(=O)CCl)c(C)c1
    -3	103	5	-2	6	-7	99	1	-0.3	3
> Cc1ccc(C)c(S(=O)(=O)N2CCN(CC(=O)Nc3ccc4c(c3)CCC4)CC2)c1
    4	97	5	25	3	-1	93	0.7	0.1	15
> CC1CCN(S(=O)(=O)c2ccc(N/N=C(/C#N)C(N)=O)cc2)CC1
    7	92	-2	6	1	-10	103	0.9	0.3	6
> O=C1C2CSCN2C(=O)CN1CCCN1CCN(C(c2ccccc2)c2ccccc2)CC1 (centres undefined)
    -8	107	10	-4	4	7	95	1	-0.2	10
> O=C(COC(=O)Cc1cccs1)Nc1ccccc1Cl
    -2	101	2	6	5	-4	100	0.9	-0.3	6
> O=C(Cc1ccccc1)Nc1cccnc1
    7	93	-8	2	1	-1	111	1	-0.4	-12

(cont.)
Every second line gives: STAT1 inh	STAT1 activator	APP 5UTR inh	Diaphorase inh	G6PDH counter	TLR4-MyD88 BLA	STAT3 activator	Diaph act CS	Hsp70 activator	STAT3 blocker
> Oc1ccc2[nH]ccc2c1
    7	94	-10	25	56*	4	100	0.7	-0.3	6
> CCOc1cc(/C=C2\C(=O)N(Cc3ccc(C)cc3)C(C)=C2C(=O)OC)ccc1O
    7	94	-12	37	12	-11	102	0.6	0.3	2
> CC(Oc1cccc(Cl)c1)C(=O)Nc1ccc([N+](=O)[O-])cn1 (centres undefined)
    6	95	-2	10	-4	-21	89	0.9	-0.3	15
> C=CCNC(=O)c1onc(CSc2ccccc2)c1C(=O)O
    -15	114	1	1	-2	7	103	1	-0.1	-2
> COc1ccc2nc(NC(=O)c3ccc(-c4cccc([N+](=O)[O-])c4)o3)sc2c1
    6	95	-20	-7	-14	3	95	1.1	-0.3	11
> CC(C)Oc1ccc(C(=O)NC2=NCCS2)cc1
    4	94	-154	-6	1	-20	51	1.1	-0.1	62*
> O=C(NCc1ccccc1)Nc1cccc2ccccc12
    -1	100	-20	2	5	-13	98	1	-0.3	5
